# Screening data deposited in PubChem by several laboratories.
# Wnt act = activators of Wnt/beta-catenin signaling | activation, % at 9.35 µM | 300,000 tested, 1.2% active | AID 743398 | Wnt/beta-catenin reporter cell assay, activator, plate reader; in the data active = activation above about 30%, passing the limit was not always enough; inconclusive = no clear call, values can overlap the other calls;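 also: 0% = neutral control wells and 100% = positive control wells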
# AddAB inh = less growth of phage-infected E. coli with AddAB; E. coli expressing H. pylori AddAB, absorbance growth; inhibition, % at 11.9 µM; 330,000 tested, 0.29% active; AID 435030; in the data active = inhibition above about 12%;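 also: 0% = vehicle wells of infected cells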
# CAL PDZ inh = blocks peptide binding to human CAL PDZ domain; inhibition, % at 20 µM; 330,000 tested, 0.02% active; Q9HD26; purified CAL PDZ, TMR-peptide fluorescence polarization, 1 h;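 active = highest replicate inhibition of at least 40%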;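 also: plate controls were DMSO neutral control wells for no effect and unlabeled competitor peptide control wells for full effect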
#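 Control set: unlabelled peptide and DMSO controls / Material: purified CerCALP PDZ construct / Timing: 1 h incubation at room temperature before polarization reading / Doses: 20 µM, one dose / Detection: fluorescence polarization (mP)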
# Rtt109 HAT inh = C. albicans Rtt109 histone acetyltransferase inhibition. purified Rtt109/Vps75, ThioGlo CoA-SH fluorescence, 4 h. inhibition, % at 34.9 µM. 330,000 tested, 0.16% active. AID 540336;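 active = inhibition of at least 50% in every replicate; inconclusive = best replicate reaches 50% inhibition but some replicates fall short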
# Target sequence (Q5AAJ8 whole entry, looked up): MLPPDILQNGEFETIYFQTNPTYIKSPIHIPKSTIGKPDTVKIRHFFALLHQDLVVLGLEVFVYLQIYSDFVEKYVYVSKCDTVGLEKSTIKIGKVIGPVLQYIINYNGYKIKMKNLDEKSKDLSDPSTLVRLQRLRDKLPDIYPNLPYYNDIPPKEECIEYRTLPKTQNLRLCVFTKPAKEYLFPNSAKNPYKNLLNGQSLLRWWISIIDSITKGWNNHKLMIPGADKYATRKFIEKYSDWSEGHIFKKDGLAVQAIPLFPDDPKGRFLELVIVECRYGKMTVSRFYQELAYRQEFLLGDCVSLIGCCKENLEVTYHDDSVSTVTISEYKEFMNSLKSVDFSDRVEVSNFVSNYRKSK
# Tat export inh = blocks Tat-dependent protein export in E. coli; E. coli MC4100 TorA-mCherry Tat export, fluorescence; inhibition, % at 10 µM; 340,000 tested, 0.036% active;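 active = mean replicate inhibition at least 50% and at least half of replicates individually reaching 50%; inconclusive = only one of the two criteria met; inactive = neither criterion met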;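 also: exported cargo escapes ClpAP degradation while cytoplasmic cargo is degraded and loses fluorescence; 0% = median of neutral control wells and 100% = median of NaSCN control wells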
# E coli growth = bacterial growth inhibition, counter-screen for AddAB inhibitors | E. coli V3065 growth, OD600 absorbance, 18 h | inhibition, % at 11.9 µM | 330,000 tested, 0.27% active;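 active = inhibition above the campaign's mean inhibition across all tested compounds plus 3 SD, cut at about 9.9% in these data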;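 also: uninfected addAB+ strain grown without phage in ampicillin broth; 0% = DMSO wells and 100% = ciprofloxacin 0.95 µg/ml wells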
# PvdQ acylase = P. aeruginosa PvdQ acylase inhibition; purified PvdQ acylase, fluorescence plate reader; inhibition, % at 10 µM; 340,000 tested, 0.063% active; AID 488965; in the data active = inhibition above about 30%, passing the limit was not always enough; inconclusive = no clear call, values can overlap the other calls;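 also: 0% = vehicle neutral wells and 100% = reference inhibitor wells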
# PfHsp90 set2 = reduces growth (ATP signal) of yeast expressing P. falciparum Hsp90 | 310,000 tested, 0.32% active | S. cerevisiae expressing PfHsp90, BacTiter-Glo ATP, 48 h; yeast lacking PDR1 and PDR3 efflux regulators | inhibition, % at 9.4 µM;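 active = every replicate shows inhibition above about 80%, whatever the replicate mean, limit read from the data; inconclusive = mean inhibition reaches the set limit but some replicate falls short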;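 also: 0% = DMSO neutral controls and 100% = 20 µM radicicol positive controls; yeast relying on Plasmodium falciparum Hsp90 in place of its own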
# phage Ecoli inh = E. coli growth loss with phage present; growth absorbance; inhibition, % at 11.9 µM; 360,000 tested, 0.26% active; AID 651602; in the data active = inhibition above about 11%
# DAGLB inh = blocks human DAGLB lipase activity | Q8NCG7 | HEK293T DAGLB membrane lysate, EnzChek fluorogenic substrate | inhibition, % at 5.17 µM | 340,000 tested, 0.059% active | AID 504411; in the data active = inhibition above about 34%;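 also: 0% = enzyme with vehicle and 100% = wells lacking enzyme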
# Target sequence (Q8NCG7 whole entry, looked up): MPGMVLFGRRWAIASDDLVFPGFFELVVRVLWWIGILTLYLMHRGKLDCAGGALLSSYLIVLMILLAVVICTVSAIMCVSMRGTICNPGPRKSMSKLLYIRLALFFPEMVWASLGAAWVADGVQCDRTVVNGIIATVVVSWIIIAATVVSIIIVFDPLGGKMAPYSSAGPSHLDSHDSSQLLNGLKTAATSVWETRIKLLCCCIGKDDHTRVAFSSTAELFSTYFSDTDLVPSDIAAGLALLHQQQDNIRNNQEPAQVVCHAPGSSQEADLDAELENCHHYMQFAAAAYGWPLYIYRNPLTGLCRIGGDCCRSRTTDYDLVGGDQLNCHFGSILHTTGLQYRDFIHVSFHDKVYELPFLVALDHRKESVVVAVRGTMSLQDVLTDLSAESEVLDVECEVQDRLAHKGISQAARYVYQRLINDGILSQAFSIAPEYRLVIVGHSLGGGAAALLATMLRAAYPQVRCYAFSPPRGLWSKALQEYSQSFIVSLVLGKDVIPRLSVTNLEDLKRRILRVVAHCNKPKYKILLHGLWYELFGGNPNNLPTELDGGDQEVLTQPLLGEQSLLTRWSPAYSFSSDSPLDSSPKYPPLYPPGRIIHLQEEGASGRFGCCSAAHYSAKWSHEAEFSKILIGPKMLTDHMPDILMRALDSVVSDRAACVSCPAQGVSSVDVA
# Active calls of the source: *; ? = inconclusive; · = no result given.
Structure,phage Ecoli inh,DAGLB inh,PfHsp90 set2,E coli growth,AddAB inh,Wnt act,Tat export inh,Rtt109 HAT inh,CAL PDZ inh,PvdQ acylase
Cc1sc2ncn(CC(=O)Nc3cccc(S(N)(=O)=O)c3)c(=O)c2c1-c1ccccc1,2.2,-5,-46,0.7,3.0,0,8,0,-1.3,-6
COc1cc2c(cc1OC)-c1cc(N3CCc4ccccc43)nc(=O)n1CC2,1.5,-1,16,0.1,1.0,-2,-3,4,-2.5,7
COc1ccc(NC(=O)CN(C)C(=O)CN2C(=O)NC3(CCCC3)C2=O)cc1,2.5,-1,14,-1.6,-0.2,3,-3,1,-0.7,0
COc1cccc(NC(=S)N(Cc2ccc(C(=O)O)cc2)Cc2ccc(OC)c(OC)c2)c1,1.4,0,-5,1.8,0.5,-1,-4,13,-0.5,6
CCCCCCC1CCC(C(=O)NC(CCSC)C(=O)NC(C(=O)OC)C(C)C)CC1 (configuration not stated),-1.4,1,-20,-0.4,-1.0,-3,-1,9,0.3,1
O=C(CSc1c(F)c(F)cc(F)c1F)Nc1ccc(C2SCCS2)cc1,3.8,-16,-8,1.7,1.2,-2,-13,-16,0.0,0
CN(CCNC(=O)C1CC(=O)N(C2CCCC2)C1)Cc1ccccc1 (configuration not stated),0.1,0,27,1.4,-0.2,-1,-3,-1,-1.5,-13
Cc1cccc(NC(=O)c2sc3nc(N)c(C#N)cc3c2N)c1,2.7,1,-1,1.3,-0.3,·,-1,13,-2.2,7
COc1ccc(C(=O)c2ccccc2)cc1,6.3,-6,6,-3.2,4.0,0,-6,-4,-0.8,8
O=C(CC1SC(=NCCc2ccccc2)N(/N=C/c2cccs2)C1=O)Nc1ccc(Cl)cc1 (configuration not stated),1.9,-5,-20,1.8,0.9,3,-12,-2,-1.3,-1
Cc1n[nH]c(=O)c2c(NC(=O)CSc3c(Cl)cccc3Cl)oc(C)c12,2.6,1,20,-0.7,-0.9,0,5,·,-2.0,-9
C=C(C)C1CC=C(C)/C(=N/NC(=O)CCC(=O)Nc2ccccc2Cl)C1 (configuration not stated),3.2,-2,-72,-0.9,1.5,2,1,18,-1.3,13
CCN(CC)c1ccc(NC(=S)NC(=O)c2cccs2)cc1,5.2,-2,-7,2.4,0.2,13,0,9,0.3,-8
C=CCNC(=O)/C(C#N)=C/c1c(N2CC(C)OC(C)C2)nc2ccccn2c1=O (configuration not stated),2.4,-3,18,0.6,-1.0,·,-1,-152,-0.5,-14
O=[N+]([O-])c1ccc(C2=Nn3cnnc3SC2)cc1,4.7,·,11,1.1,0.2,1,-1,1,0.2,2
O=C1NCCC/C1=N/Nc1ccc(F)cc1,1.4,·,·,-0.3,-1.0,-1,·,·,·,·
COc1ccc(C(=O)NCCCN(C)CCCNC(=O)c2ccc(OC)cc2)cc1,-2.0,-1,-11,2.7,-0.7,-2,-4,8,-0.4,11
COc1ccccc1NCc1nnc(SCC(=O)N/N=C/c2ccco2)n1-c1ccc(Cl)cc1Cl,-0.8,1,-1,-2.6,-2.2,0,-6,4,0.2,-9
CN(C)C(=O)COC(=O)c1ccc(S(=O)(=O)NCc2ccco2)cc1,2.4,0,29,-1.5,2.4,0,-2,-2,-2.1,-1
N#Cc1ccccc1NC(=O)CNc1ccc(Cl)c(C(F)(F)F)c1,-0.2,0,0,-1.2,1.6,6,0,4,1.0,-4
COc1cccc(C(=O)O/N=C(\N)c2ccncc2)c1,5.0,-1,-23,0.8,2.5,0,-11,-12,-0.4,9
COC(=O)c1cc(NC(=O)CC2C(=O)NCCN2C(=O)c2ccccc2)cc(C(=O)OC)c1 (configuration not stated),-0.3,-6,5,0.1,0.3,·,4,2,-0.5,4
CSc1ccccc1C(=O)N1CCCC(CCC(=O)NCc2ccc(F)c(F)c2)C1 (configuration not stated),2.8,-3,4,1.3,1.1,2,-8,0,0.3,-12
O=c1c2cnn(-c3ccc(F)cc3)c2ncn1Cc1cccnc1,2.0,2,0,1.5,2.9,·,21,-3,-3.1,-5
CCn1c(=O)c(C(=O)CN2c3ccccc3CC2C)c(N)n(Cc2ccccc2)c1=O (configuration not stated),2.4,7,4,-1.4,1.5,-1,-10,3,0.1,7
Cc1ccc(-c2c(C(=O)N/N=C/c3ccco3)nnn2-c2nonc2N)cc1,2.9,3,4,1.9,2.2,0,-11,-5,-3.5,2
CCN(C(=O)COC(=O)CCc1c[nH]c2ccccc12)c1c(N)n(Cc2ccccc2)c(=O)[nH]c1=O,0.9,2,-1,-2.6,0.9,-3,-14,-4,-1.0,-7
COc1cc(OC)cc(C(=O)NCC(=O)OCC(=O)NC(C)CCc2ccccc2)c1 (configuration not stated),3.0,-1,22,1.1,1.7,-3,7,5,-1.0,-9
COC(=O)c1cc(-c2ccc(Br)cc2)n[nH]1,3.3,-3,-16,0.9,0.1,0,1,-21,·,-9
CCCN(CCC)CCCNc1ccc2nnc(-c3ccc(F)cc3)n2n1,0.5,-7,-12,0.0,-0.2,-2,-6,7,-1.5,8
O=C(NC1CCCc2ccccc21)c1ccc2c(c1)OCO2 (configuration not stated),1.2,0,·,-0.9,2.8,-1,-20,-2,-0.5,-6
COCCN(C(=S)Nc1c(C)cccc1C)C(C)c1ccco1 (configuration not stated),-0.5,-7,-23,-2.9,-3.0,0,-1,-11,-1.6,-16
CC(C)NCC(O)COC1C2CC3CC(C2)CC1C3 (configuration not stated),5.2,-1,11,-1.3,0.7,-6,-4,11,-3.1,-12
COc1ccc(-c2nc(CN3CCN(Cc4cccc(F)c4)CC3)c(C)o2)cc1,0.4,-2,8,-1.6,3.5,0,-1,3,·,0
O=C(c1ccc(NS(=O)(=O)c2ccc(Cl)c(Cl)c2)cc1)N1CCOCC1,0.8,2,·,·,·,-2,3,-3,-2.1,-11
O=C(CSc1nnc(NC(=O)c2ccccc2F)s1)Nc1ccccc1F,4.0,-1,-1,2.9,1.5,10,-4,·,-2.2,3
CC(C)CNC(=S)Nc1ccc(Oc2ccccc2)cc1,4.6,-2,-2,-2.1,3.9,1,9,8,0.4,-9
CCOc1ccc(Cl)cc1S(=O)(=O)N1CCN(c2ccc(C)c(C)c2)CC1,4.4,-7,-24,-1.1,0.7,·,-6,3,-0.7,16
COc1cc(C(=S)N2CCOCC2)ccc1OC(=O)c1ccc([N+](=O)[O-])cc1[N+](=O)[O-],1.0,3,-11,0.0,1.0,1,2,3,-0.9,-9
COC(=O)c1ccc(CSc2nnnn2-c2ccc(C)cc2C)o1,3.6,-7,-16,2.2,0.1,1,1,9,-1.8,-1
CN1CCN(S(=O)(=O)c2cc(C(F)(F)F)ccc2Cl)CC1,2.7,-2,10,·,·,-1,-2,-11,-0.7,-10
Cc1cc(-c2n[nH]c(=S)n2CC(C)C)cs1,3.7,1,7,3.1,4.3,-3,-1,3,0.0,6
COc1ccc(-n2c(CNC(=O)c3cccs3)n[nH]c2=S)cc1,3.2,-3,17,-0.8,2.6,0,4,-16,0.1,7
O=S(=O)(NCCCc1ccccc1)c1ccc(Cl)cc1,4.6,-14,2,1.8,2.0,-2,0,2,-0.3,6
COc1cc(S(=O)(=O)n2nc(C)cc2C)c(OC)cc1Cl,2.6,-6,27,0.9,1.3,0,0,65*,-2.1,6
CCOc1ccccc1N1CCN(C(=O)NC2CCCCC2)CC1,0.8,2,17,-0.7,-0.8,-1,-8,-3,-0.9,10
Oc1ccc(/C=C/c2cnccn2)cc1,2.7,0,-3,-0.7,-0.7,9,-2,-2,-0.5,0
Cc1ccc(S(=O)(=O)NC2c3cccc4cccc(c34)C2Sc2ncccn2)cc1 (configuration not stated),1.9,0,-7,1.0,2.2,-5,18,-6,-3.1,-6
CN(C)c1ncc(C2=C(Cl)C(=O)C(N3CCCC3)=C(Cl)C2=O)s1,1.1,6,9,-1.3,0.4,1,-11,13,5.5,13
NC(N)=N/N=C/c1ccc(OCc2ccccc2Cl)cc1,4.2,4,28,-2.9,3.8,-5,7,10,-2.5,1
O=C(O)c1cccc(Nc2c([N+](=O)[O-])c(=O)oc3ccccc23)c1,2.8,0,-7,0.8,0.2,1,2,10,0.6,1
COc1ccc(C(=O)C2CCN(S(=O)(=O)c3ccc4c(c3)OCCO4)CC2)cc1,3.5,-4,-14,-1.0,-0.9,·,-1,-9,-2.0,-6
CCOC(=O)N1CCC(NC(=O)CCN2C(=O)COc3ccccc32)CC1,1.9,-1,7,1.8,2.9,-1,2,-25,0.2,-5
COc1ccc(CNC(=O)CN(Cc2ccc(Cl)cc2)S(=O)(=O)c2ccccc2)cc1,0.8,-2,-105,-1.1,-0.4,·,11,-7,-1.4,-8
CCS(=O)(=O)N1CCC(C(=O)NCCc2ccc(C)cc2)CC1,2.2,-2,16,0.2,2.1,-1,3,2,-1.6,-16
CC(C)NC(=O)N1CCOCCOCCN(C(=O)NC(C)C)CCOCCOCC1,1.1,-1,-7,·,·,·,-3,3,0.4,-4
Cc1ccc(OC(=S)Nc2ccc(F)cc2)cc1,1.7,-5,·,0.2,1.8,0,-10,-5,0.4,4
COc1cc(CN2CCC(n3nccc3NC(=O)c3ccc4c(c3)OCO4)CC2)ccc1O,-1.7,2,-4,-1.9,-1.5,0,0,7,1.2,3
COc1ccc(-c2csc(NC(=O)CSc3n[nH]c(N)n3)n2)cc1,3.5,-1,-8,0.1,-0.5,3,10,5,1.4,10
N/C(=N/OC(=O)c1ccccc1Cl)c1nonc1N,5.0,-5,58,-0.6,-0.8,3,-2,4,-3.3,-7

# (continued)
Structure,phage Ecoli inh,DAGLB inh,PfHsp90 set2,E coli growth,AddAB inh,Wnt act,Tat export inh,Rtt109 HAT inh,CAL PDZ inh,PvdQ acylase
N#Cc1ccsc1NC(=O)CSc1nncs1,1.3,-2,11,0.8,3.4,?,-2,1,0.6,-18
CCCC(O)(CCC)C(=O)NN(C(=O)CCl)c1cccc(C)c1,5.4,3,0,-1.2,2.5,0,-5,-13,-2.3,-6
COc1ccc(CCNC(=O)/C=C/C(=O)O)cc1OC,3.2,0,22,0.8,0.7,-1,13,-7,-0.3,-16
CC(C)(C)c1ccc(-c2noc(CCC(=O)NCc3ccco3)n2)cc1,6.6,-3,·,-0.6,-1.4,-2,2,21,-3.5,4
COc1cccc(-c2nc(CS(=O)(=O)CC(=O)NCCCc3ccccc3)c(C)o2)c1,1.1,-3,4,-2.6,3.2,-2,0,-6,-0.9,-6
COCc1c(C(=O)N/N=C(/C)c2ccccc2)nnn1-c1nonc1N,1.9,-2,10,2.6,-0.4,-1,8,7,-0.6,6
O=C(O)c1ccc([N+](=O)[O-])cc1,0.2,-1,-2,·,·,-2,-2,21,0.0,-3
